Screens (PubChem BioAssay)
SUMO1-SIM PPI – modulators of human SUMO1-mediated protein-protein interactions. SUMO1 binding to a labelled peptide, TR-FRET, 1 h. inhibition, % at 20 µM. actives 0.33% (n = 360,000); in the data active means inhibition above about 37%
DNMT1 block – inhibitors of human DNMT1; inhibition (reported as % activation of signal), % at 10 µM; P26358; AID 588458; actives 0.83% (n = 360,000); DNMT1 molecular beacon, Hinp1I cleavage, fluorescence; in the data active means inhibition above about 50%
Neddyl block – cullin neddylation inhibition | actives 0.58% (n = 360,000) | calls only at 25 µM | TR-FRET cullin neddylation, biochemical | P61081+Q13564; in the data active means inhibition above about 36%
LMPTP block – blocks human LMPTP phosphatase | P24666 | recombinant LMPTP-A, OMFP fluorogenic substrate, fluorescence intensity | inhibition, % at 20 µM | actives 0.22% (n = 360,000) | AID 651560;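 active means compounds that cut the enzyme signal by at least half of the control window in the single-dose screen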;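 further: plate controls were DMSO wells with enzyme plus substrate for no effect and substrate without enzyme for full effect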
Target sequence (P24666 whole entry, looked up): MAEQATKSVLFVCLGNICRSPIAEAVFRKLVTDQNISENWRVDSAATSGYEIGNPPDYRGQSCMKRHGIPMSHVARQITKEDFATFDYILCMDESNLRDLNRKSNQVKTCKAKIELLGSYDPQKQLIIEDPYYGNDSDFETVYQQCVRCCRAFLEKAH
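test system = LMPTP-A | amount = 0.625 nM LMPTP-A final | reagent = fluorogenic phosphatase substrate OMFP at 400 µM final | incubation = 50 min at room temperature | benchmarks = no-enzyme low control, uninhibited high control | medium = Bis-Tris pH 6.0, DTT, detergent | signal = fluorescence intensity of OMFP turnover product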
Scp-1 inhibitor – blocks human Scp-1 phosphatase activity; inhibition, % at 20 µM; Recombinant Scp1, phosphopeptide, malachite green phosphate absorbance; AID 493091; actives 0.88% (n = 340,000);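 active means inhibition above about 50% at 20 µM, limit read from the data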;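 further: plate controls were DMSO wells with enzyme for no effect and wells lacking enzyme for full effect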
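Test system – truncated SCP-1 phosphatase (76-261aa) · Reagent – Phosphorylated 17-residue peptide substrate · Incubation – 45 min room-temperature reaction, 5 min colour, 30 min stabiliser · Detection – colorimetric phosphate reagent with accelerator and stabiliser, absorbance at 630 nm · Measure – % inhibition at 20 µM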
Rin1-Abl PPI inh – inhibitors of human Rin1-Abl protein interaction; inhibition, % at 7.35 µM; TR-FRET Rin1/Abl binding, biochemical; P00519+Q13671; actives 0.4% (n = 360,000); in the data active means inhibition above about 5%, passing the limit was not always enough
Rpn11 block – inhibitors of human proteasome Rpn11. actives 0.59% (n = 360,000). AID 588493. human 26S proteasome, Ub4-pepOG fluorescence polarization; 20S core pre-blocked with epoxomicin. calls only at 20 µM;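 active means inhibition at 20 µM, scaled to each plate's controls, above about 33%, limit read from the data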
Target sequence (O00487 whole entry, looked up): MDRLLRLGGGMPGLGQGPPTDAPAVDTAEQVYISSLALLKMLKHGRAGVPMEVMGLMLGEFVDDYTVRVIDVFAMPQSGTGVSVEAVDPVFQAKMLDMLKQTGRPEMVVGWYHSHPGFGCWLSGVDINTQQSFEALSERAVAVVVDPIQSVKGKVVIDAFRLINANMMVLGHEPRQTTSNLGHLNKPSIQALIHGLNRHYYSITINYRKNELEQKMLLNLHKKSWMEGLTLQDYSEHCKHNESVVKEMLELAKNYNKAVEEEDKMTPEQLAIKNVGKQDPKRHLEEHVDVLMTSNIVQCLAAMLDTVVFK
NadD inh – inhibitors of Staphylococcus aureus NadD; purified NadD enzyme, colorimetric absorbance read-out; actives 0.78% (n = 360,000); AID 602399; inhibition, % at 20 µM; in the data active means inhibition above about 26%; further: some compounds past the cut are filed as inactive
STEP inh – inhibitors of human striatal-enriched phosphatase STEP. P54829. recombinant STEP, OMFP fluorogenic substrate, fluorescence. inhibition, % at 20 µM. actives 0.25% (n = 360,000). AID 588621;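 active means inhibition at 20 µM, scaled per plate between control wells, above about 37%, limit read from the data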;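 further: 0% = DMSO with enzyme and substrate and 100% = substrate only without enzyme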
Target sequence (P54829 whole entry, looked up): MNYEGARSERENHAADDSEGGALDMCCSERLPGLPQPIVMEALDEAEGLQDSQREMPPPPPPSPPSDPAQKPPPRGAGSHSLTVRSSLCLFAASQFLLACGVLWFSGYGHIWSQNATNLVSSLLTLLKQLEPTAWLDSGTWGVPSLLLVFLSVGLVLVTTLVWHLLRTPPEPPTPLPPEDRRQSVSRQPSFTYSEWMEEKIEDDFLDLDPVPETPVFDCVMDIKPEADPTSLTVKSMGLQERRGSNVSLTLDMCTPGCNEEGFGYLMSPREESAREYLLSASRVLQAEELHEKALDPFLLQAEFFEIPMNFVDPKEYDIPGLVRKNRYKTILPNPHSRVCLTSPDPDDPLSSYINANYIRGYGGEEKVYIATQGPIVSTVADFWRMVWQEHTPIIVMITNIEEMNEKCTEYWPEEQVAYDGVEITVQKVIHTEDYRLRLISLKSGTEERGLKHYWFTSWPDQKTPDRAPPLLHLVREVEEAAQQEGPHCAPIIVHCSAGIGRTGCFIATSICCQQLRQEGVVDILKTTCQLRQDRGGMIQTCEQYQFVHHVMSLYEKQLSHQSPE
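System: STEP (striatal-enriched tyrosine phosphatase) enzyme, cell-free; medium: Bis-Tris pH 6.0 buffer with DTT, detergent; dosing: 20 µM, 1% DMSO; times: reaction 20 min, ambient temperature; detection: fluorescence, 480/540 nm; read-out basis: normalized % inhibition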
CSN inh – blocks human CSN-mediated cullin deneddylation; Purified CSN, SCF-Nedd8-OG deneddylation, fluorescence polarization; AID 651999; Q92905; actives 0.38% (n = 360,000); inhibition, % at 12.5 µM;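 active means pattern-corrected inhibition above about 35%, with an unprinted fluorescence ratio check between 0.5 and 1.5, limit read from the data, passing the limit was not always enough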;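 further: 0% = enzyme with substrate and 100% = substrate without enzyme; some results filed as inactive read as strong as hits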
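Schedule: reaction 90 min, room temperature / Assay system: HEK293T-derived human Csn5 enzyme / Input: Csn5 at 0.24 nM final / Measure: inhibition of Csn5 cleavage, % / Control set: substrate-only high control, full reaction low control / Technique: fluorescence polarization of the substrate / Buffer or medium: Tris/NaCl/DTT buffer, pH 7.5 / Reagent: SCFSkp2-Nedd8OG substrate at 10 nM final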
Active calls of the source: *.

Results for N#Cc1ccc(NC(=O)c2cccs2)nc1 ?
SUMO1-SIM PPI: 4; DNMT1 block: 0; Neddyl block: inactive; LMPTP block: 0.2; Scp-1 inhibitor: -9; Rin1-Abl PPI inh: 2; Rpn11 block: inactive; NadD inh: 0; STEP inh: 4; CSN inh: -1

How did CNC(=O)c1sc(=S)n(-c2ccc(OC)cc2)c1N do in these assays?
SUMO1-SIM PPI: -22; DNMT1 block: 0; Neddyl block: inactive; LMPTP block: 0.6; Scp-1 inhibitor: -2; Rin1-Abl PPI inh: -2; Rpn11 block: inactive; NadD inh: -4; STEP inh: -2; CSN inh: 5

Results for Cc1noc(C)c1COc1ccccc1C(=O)N(C)Cc1ccc(C(C)(C)C)cc1 ?
SUMO1-SIM PPI: 2; DNMT1 block: 1; Neddyl block: inactive; LMPTP block: 1.2; Scp-1 inhibitor: -4; Rin1-Abl PPI inh: 2; Rpn11 block: inactive; NadD inh: -3; STEP inh: 5; CSN inh: -1

What do the screens show for `COc1cc(/C(C)=N/NC(=O)C(O)(c2ccccc2)c2ccccc2)ccc1O`?
SUMO1-SIM PPI: 3; DNMT1 block: 7; Neddyl block: inactive; LMPTP block: -1.8; Scp-1 inhibitor: -3; Rin1-Abl PPI inh: -1; Rpn11 block: inactive; NadD inh: -5; STEP inh: 1; CSN inh: 2

What do the screens show for `C=CCc1ccc(OCc2ccc(C(=O)Nc3ccc(NC(C)=O)cc3)o2)c(OC)c1`?
SUMO1-SIM PPI: 3; DNMT1 block: -9; Neddyl block: inactive; LMPTP block: 2.0; Scp-1 inhibitor: -16; Rin1-Abl PPI inh: 0; Rpn11 block: inactive; NadD inh: -8; STEP inh: 0; CSN inh: 0

What do the screens show for `CC1CN(C(=O)c2cc(S(=O)(=O)N3CCN(c4ccccc4)CC3)ccc2Cl)CC(C)O1` (stereo not given)?
SUMO1-SIM PPI: 2; DNMT1 block: 0; Neddyl block: inactive; LMPTP block: 0.2; Scp-1 inhibitor: -1; Rin1-Abl PPI inh: 1; Rpn11 block: inactive; NadD inh: 2; STEP inh: -2; CSN inh: 1

Results for CC(C)NC(=O)N(C)C[C@H]1Oc2ccc(NS(=O)(=O)c3cccs3)cc2C(=O)N([C@H](C)CO)C[C@@H]1C ?
SUMO1-SIM PPI: 3; DNMT1 block: 7; Neddyl block: inactive; LMPTP block: 0.9; Scp-1 inhibitor: 6; Rin1-Abl PPI inh: 1; Rpn11 block: inactive; NadD inh: 5; STEP inh: -1; CSN inh: -7

Results for COc1ccc(CCN2C(=O)C3C4CC(C5C(C(N)=O)=NOC45)C3C2=O)cc1OC (stereo not given) ?
SUMO1-SIM PPI: 2; DNMT1 block: 21; Neddyl block: inactive; LMPTP block: -2.7; Scp-1 inhibitor: 23; Rin1-Abl PPI inh: -1; Rpn11 block: inactive; NadD inh: -1; STEP inh: 0; CSN inh: 1

Results for C=C(C)C(=O)Nc1nnc(-c2cccs2)s1 ?
SUMO1-SIM PPI: 0; DNMT1 block: 2; Neddyl block: inactive; LMPTP block: -1.1; Scp-1 inhibitor: -5; Rin1-Abl PPI inh: -2; Rpn11 block: inactive; NadD inh: -2; STEP inh: -2; CSN inh: -12

Results for O=C(NC(=S)NCc1ccccc1)c1ccc(Br)o1 ?
SUMO1-SIM PPI: 9; DNMT1 block: -1; Neddyl block: inactive; LMPTP block: 0.7; Rin1-Abl PPI inh: -1; Rpn11 block: inactive; NadD inh: -9; STEP inh: 4; CSN inh: 2

Results for O=C(O)C1SCCN1S(=O)(=O)c1ccc2ccccc2c1 (stereo not given) ?
SUMO1-SIM PPI: -1; DNMT1 block: 3; Neddyl block: inactive; LMPTP block: -1.3; Scp-1 inhibitor: 5; Rin1-Abl PPI inh: -1; Rpn11 block: inactive; NadD inh: -2; STEP inh: 0; CSN inh: 8

Results for Nc1cc(C(=O)OCC(=O)NCc2ccco2)ccc1Cl ?
SUMO1-SIM PPI: 3; DNMT1 block: 4; Neddyl block: inactive; LMPTP block: 0.6; Scp-1 inhibitor: 27; Rin1-Abl PPI inh: -2; Rpn11 block: inactive; NadD inh: 3; STEP inh: 1; CSN inh: 5

How did COCc1cc(Sc2ccc(Br)cc2)nc(-c2ccccc2)n1 do in these assays?
SUMO1-SIM PPI: 1; DNMT1 block: 2; Neddyl block: inactive; LMPTP block: 1.6; Scp-1 inhibitor: -11; Rin1-Abl PPI inh: 0; Rpn11 block: inactive; NadD inh: 4; STEP inh: 2; CSN inh: 0

How did Nc1nc2nc[nH]c2c(=O)[nH]1 do in these assays?
SUMO1-SIM PPI: -3; DNMT1 block: 4; Neddyl block: inactive; LMPTP block: 0.5; Scp-1 inhibitor: -3; Rin1-Abl PPI inh: 0; Rpn11 block: inactive; NadD inh: 0; STEP inh: -3; CSN inh: -2

What do the screens show for `COc1ccc(OCC(=O)N/N=C/c2ccncc2)cc1`?
SUMO1-SIM PPI: -6; DNMT1 block: 0; Neddyl block: inactive; LMPTP block: 0.1; Scp-1 inhibitor: -4; Rin1-Abl PPI inh: 3; Rpn11 block: inactive; NadD inh: -4; STEP inh: -3; CSN inh: -3

How did Cn1c(=O)n(C)c2cc([N+](=O)[O-])c(N3CCN(CCO)CC3)cc21 do in these assays?
SUMO1-SIM PPI: -27; DNMT1 block: -3; Neddyl block: inactive; LMPTP block: 1.0; Scp-1 inhibitor: -1; Rin1-Abl PPI inh: -4; Rpn11 block: inactive; NadD inh: 4; STEP inh: -2; CSN inh: 2

How did Cc1cccc(NC(=S)NC2CCCCCC2)c1C do in these assays?
SUMO1-SIM PPI: 2; DNMT1 block: 0; Neddyl block: inactive; LMPTP block: 0.5; Scp-1 inhibitor: -1; Rin1-Abl PPI inh: -1; Rpn11 block: inactive; NadD inh: -2; STEP inh: -2; CSN inh: -5

Results for CCCOc1ccc(N2CC(C(=O)Nc3ccccc3C(=O)NCc3ccco3)CC2=O)cc1 (stereo not given) ?
SUMO1-SIM PPI: 0; DNMT1 block: -3; Neddyl block: inactive; LMPTP block: -1.9; Scp-1 inhibitor: -6; Rin1-Abl PPI inh: 2; Rpn11 block: inactive; NadD inh: -5; STEP inh: -7; CSN inh: -3

Results for CC1=C(C(=O)NC2CC(C)(C)Cc3c2cnn3-c2ccc(C)cc2)OCCO1 (stereo not given) ?
SUMO1-SIM PPI: 6; DNMT1 block: 0; Neddyl block: inactive; LMPTP block: -0.2; Scp-1 inhibitor: -5; Rin1-Abl PPI inh: -2; Rpn11 block: inactive; NadD inh: -3; STEP inh: 1; CSN inh: -2

Results for CCOC(=O)C1CCCN(S(=O)(=O)c2ccc(Br)c(OC)c2)C1 (stereo not given) ?
SUMO1-SIM PPI: 1; DNMT1 block: 0; Neddyl block: inactive; LMPTP block: 1.3; Scp-1 inhibitor: -13; Rin1-Abl PPI inh: 0; Rpn11 block: inactive; NadD inh: -6; STEP inh: -3; CSN inh: 0

Results for COCCNC(=O)CN(C(=O)CCC(=O)Nc1ccccn1)c1ccc(C)cc1C ?
SUMO1-SIM PPI: 1; DNMT1 block: -3; Neddyl block: inactive; LMPTP block: -2.5; Scp-1 inhibitor: 8; Rin1-Abl PPI inh: -1; Rpn11 block: inactive; NadD inh: 3; STEP inh: -2; CSN inh: 3

What do the screens show for `CCOC1=C2CN(S(=O)(=O)c3ccc(C)cc3)[C@H](c3cccs3)C[C@H]2[C@H]2C(=O)N(c3ccccc3)C(=O)[C@H]2C1`?
SUMO1-SIM PPI: 2; DNMT1 block: -14; Neddyl block: inactive; LMPTP block: 0.2; Rin1-Abl PPI inh: 3; Rpn11 block: inactive; NadD inh: 4; STEP inh: 2; CSN inh: 2

What do the screens show for `O=C1CCc2cc(NS(=O)(=O)c3ccc(F)cc3)cc3c2N1CC3`?
SUMO1-SIM PPI: 6; DNMT1 block: -1; Neddyl block: inactive; LMPTP block: -0.4; Scp-1 inhibitor: 3; Rin1-Abl PPI inh: 1; Rpn11 block: inactive; NadD inh: -2; STEP inh: 2; CSN inh: 5

How did COc1ccc(NC(=O)CSc2nc(C3CC3)nc3ccccc23)cc1 do in these assays?
SUMO1-SIM PPI: -6; DNMT1 block: 6; Neddyl block: inactive; LMPTP block: 1.5; Scp-1 inhibitor: -5; Rin1-Abl PPI inh: 2; Rpn11 block: inactive; NadD inh: -2; STEP inh: 6; CSN inh: 11

Results for CCCCCCNC1=NCCS1 ?
SUMO1-SIM PPI: 0; DNMT1 block: -2; Neddyl block: inactive; LMPTP block: 0.2; Scp-1 inhibitor: -2; Rin1-Abl PPI inh: 4; Rpn11 block: inactive; NadD inh: -16; STEP inh: -1; CSN inh: 5

How did Cc1ccc(S(=O)(=O)NC(CN2CCOCC2)=NCCNS(=O)(=O)c2ccccc2)cc1 do in these assays?
SUMO1-SIM PPI: 4; DNMT1 block: 1; Neddyl block: inactive; LMPTP block: -1.1; Scp-1 inhibitor: -11; Rin1-Abl PPI inh: -2; Rpn11 block: inactive; NadD inh: -5; STEP inh: -2; CSN inh: -1

Grouped by structure, those above with four or more nitrogen atoms
Results for CC(C)NC(=O)N(C)C[C@H]1Oc2ccc(NS(=O)(=O)c3cccs3)cc2C(=O)N([C@H](C)CO)C[C@@H]1C ?
SUMO1-SIM PPI: 3; DNMT1 block: 7; Neddyl block: inactive; LMPTP block: 0.9; Scp-1 inhibitor: 6; Rin1-Abl PPI inh: 1; Rpn11 block: inactive; NadD inh: 5; STEP inh: -1; CSN inh: -7

How did Nc1nc2nc[nH]c2c(=O)[nH]1 do in these assays?
SUMO1-SIM PPI: -3; DNMT1 block: 4; Neddyl block: inactive; LMPTP block: 0.5; Scp-1 inhibitor: -3; Rin1-Abl PPI inh: 0; Rpn11 block: inactive; NadD inh: 0; STEP inh: -3; CSN inh: -2

How did Cn1c(=O)n(C)c2cc([N+](=O)[O-])c(N3CCN(CCO)CC3)cc21 do in these assays?
SUMO1-SIM PPI: -27; DNMT1 block: -3; Neddyl block: inactive; LMPTP block: 1.0; Scp-1 inhibitor: -1; Rin1-Abl PPI inh: -4; Rpn11 block: inactive; NadD inh: 4; STEP inh: -2; CSN inh: 2

Results for COCCNC(=O)CN(C(=O)CCC(=O)Nc1ccccn1)c1ccc(C)cc1C ?
SUMO1-SIM PPI: 1; DNMT1 block: -3; Neddyl block: inactive; LMPTP block: -2.5; Scp-1 inhibitor: 8; Rin1-Abl PPI inh: -1; Rpn11 block: inactive; NadD inh: 3; STEP inh: -2; CSN inh: 3

How did Cc1ccc(S(=O)(=O)NC(CN2CCOCC2)=NCCNS(=O)(=O)c2ccccc2)cc1 do in these assays?
SUMO1-SIM PPI: 4; DNMT1 block: 1; Neddyl block: inactive; LMPTP block: -1.1; Scp-1 inhibitor: -11; Rin1-Abl PPI inh: -2; Rpn11 block: inactive; NadD inh: -5; STEP inh: -2; CSN inh: -1
